TLR9-MyD88 inh = inhibitors of human TLR9-MyD88 binding | CHO BLA complementation TLR9-MyD88, CCF4 FRET ratio | Q9NR96+Q99836 | inhibition, % at 4.98 µM | 340,000 tested, 0.21% active;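 active = inhibition above the mean over all tested compounds plus 3 SD, cut at about 21% in these data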;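 note: 0% = DMSO only wells and 100% = clavulanate BLA inhibitor control wells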
Target sequence (Q99836 whole entry, looked up): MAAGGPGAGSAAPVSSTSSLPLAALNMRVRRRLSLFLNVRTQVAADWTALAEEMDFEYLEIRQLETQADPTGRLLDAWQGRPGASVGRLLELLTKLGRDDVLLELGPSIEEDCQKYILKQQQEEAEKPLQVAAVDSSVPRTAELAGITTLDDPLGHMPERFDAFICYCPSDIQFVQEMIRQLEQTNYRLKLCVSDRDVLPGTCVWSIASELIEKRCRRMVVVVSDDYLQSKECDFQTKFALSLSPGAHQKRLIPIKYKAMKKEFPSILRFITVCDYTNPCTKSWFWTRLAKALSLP
Target sequence (Q9NR96 whole entry, looked up): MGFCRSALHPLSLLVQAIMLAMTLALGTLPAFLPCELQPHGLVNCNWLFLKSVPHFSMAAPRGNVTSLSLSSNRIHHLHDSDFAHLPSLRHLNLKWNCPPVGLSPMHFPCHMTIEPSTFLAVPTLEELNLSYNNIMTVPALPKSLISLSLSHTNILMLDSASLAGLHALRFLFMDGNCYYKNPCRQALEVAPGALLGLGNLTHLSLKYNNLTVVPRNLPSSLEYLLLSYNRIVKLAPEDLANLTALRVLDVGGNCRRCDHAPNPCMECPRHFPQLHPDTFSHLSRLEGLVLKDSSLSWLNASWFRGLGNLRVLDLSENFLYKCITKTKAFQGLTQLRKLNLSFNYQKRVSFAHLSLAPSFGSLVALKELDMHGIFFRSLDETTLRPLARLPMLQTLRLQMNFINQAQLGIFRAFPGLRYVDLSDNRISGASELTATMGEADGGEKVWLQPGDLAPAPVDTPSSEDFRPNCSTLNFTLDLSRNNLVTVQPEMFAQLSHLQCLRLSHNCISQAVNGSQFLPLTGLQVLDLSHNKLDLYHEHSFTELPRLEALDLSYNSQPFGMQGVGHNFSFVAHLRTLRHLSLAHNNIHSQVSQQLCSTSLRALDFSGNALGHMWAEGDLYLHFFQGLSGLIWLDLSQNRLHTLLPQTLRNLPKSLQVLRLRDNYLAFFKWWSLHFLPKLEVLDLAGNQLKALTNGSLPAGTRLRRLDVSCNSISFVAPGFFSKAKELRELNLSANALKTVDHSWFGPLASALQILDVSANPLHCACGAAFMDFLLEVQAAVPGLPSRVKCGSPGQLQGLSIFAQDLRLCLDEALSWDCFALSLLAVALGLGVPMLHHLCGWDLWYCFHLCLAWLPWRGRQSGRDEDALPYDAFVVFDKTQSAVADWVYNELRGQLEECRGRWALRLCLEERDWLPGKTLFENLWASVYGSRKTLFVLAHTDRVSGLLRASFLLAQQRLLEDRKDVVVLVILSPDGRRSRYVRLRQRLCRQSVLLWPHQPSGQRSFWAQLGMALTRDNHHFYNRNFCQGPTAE
NOD2 RIPK2 PPI = inhibitors of human NOD2-RIPK2 interaction | CHO BLA complementation NOD2-RIPK2, CCF4 ratio | 360,000 tested, 0.38% active | AID 624267 | O43353 | inhibition, % at 4.98 µM; in the data active = inhibition above about 21%;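 note: 0% = vehicle only and 100% = reference blocker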
Vif imaging = blocks HIV Vif function | inhibition, % at 7.49 µM | HEK293T cells, Vif self-association by quenched fluorescence, imaging, 24 h | 340,000 tested, 0.35% active | AID 602346; in the data active = inhibition above about 50%, passing the limit was not always enough; note: some results filed as inactive read as strong as hits
NCOA2 inhibitor = inhibits human steroid receptor coactivator 2. HEK293 GAL4-SRC2 luciferase reporter, luminescence. 370,000 tested, 0.17% active. Q15596. inhibition, % at 9 µM;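 active = inhibition above the mean inhibition of all tested compounds plus 3 SD, set per campaign, cut at about 52% in these data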;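 note: 0% = DMSO treated cells and 100% = cells given Gossypol at 36 µM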
TROY signal inh = blocks TROY-dependent signaling in reporter cells; Q293 LMP1-TROYcd NF-kB luciferase reporter, 4 h; inhibition, % at 10 µM; 360,000 tested, 0.98% active; AID 1347056;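 active = compounds whose plate-normalised and pattern-corrected inhibition of the luciferase reporter signal at the single screening dose is 50% or more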
NR5A2 inv ag = NR5A2 inverse agonism in reporter assay; inhibition, % at 3.6 µM; 360,000 tested, 0.13% active; HEK293T StAR-luciferase reporter, LRH-1 transfected, 24 h; O00482;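 active = inhibition above the mean inhibition of all tested compounds plus 3 SD, cut at about 73% in these data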;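 note: 0% = DMSO wells and 100% = reporter-only cells lacking LRH-1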
NCOA3 inh = inhibitors of human steroid receptor coactivator 3 (SRC3). 360,000 tested, 0.17% active. inhibition, % at 3.6 µM. HEK293 GAL4-SRC3 luciferase reporter, luminescence. Q9Y6Q9. AID 588352;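 active = inhibition above a per-campaign cutoff, the mean of all compounds plus 3 SD, cut at about 60% in these data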;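 note: 0% = DMSO-treated cells and 100% = gossypol-treated cells at 36 µM; higher means less SRC3-driven luciferase light from the GAL4 reporter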
COUP-TFII inh = NR2F2 (human) inhibition, primary screen | P24468 | HEK293T NGFI-A luciferase reporter, luminescence | inhibition, % at 8.6 µM | 370,000 tested, 0.7% active;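 active = inhibition above a per-plate cutoff, mean inhibition of test wells between control levels plus 3 SD, cut at about 38% in these data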;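 note: cells cotransfected with COUP-TFII expression vector driving the NGFI-A reporter; 0% = median of COUP-TF2 test wells and 100% = reporter-only cells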
C8 TRAIL sens = sensitizes caspase-8 expressing cells to TRAIL; NB7+C8 cells + TRAIL, ATPlite viability luminescence; inhibition (viability loss, TRAIL sensitization), % at 10 µM; 360,000 tested, 1% active;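 active = compounds causing at least 50% loss of cell viability in the single-dose screen, relative to plate controls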
NCOA1 inh = inhibits human SRC1 coactivator | Q15788 | 360,000 tested, 0.12% active | HEK293 GAL4-SRC1 luciferase reporter, luminescence | inhibition, % at 3.6 µM;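 active = inhibition above the campaign mean plus 3 SD, with each screening campaign given its own cutoff, cut at about 60% in these data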;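 note: 0% = DMSO treated cells and 100% = gossypol at 36 µM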
LMP1 NFkB inh = Epstein-Barr LMP1 NF-kappaB reporter inhibition | LMP1-induced NF-kappaB luciferase reporter cells, luminescence | inhibition, % at 12.5 µM | 350,000 tested, 0.69% active; in the data active = inhibition above about 41%;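 note: 0% = neutral control wells and 100% = reference inhibitor control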
* = called active by the depositor; · = no result given. Not all compounds are listed. The share of hits here may be higher or lower than overall.

smiles | NCOA2 inhibitor | NR5A2 inv ag | TLR9-MyD88 inh | NCOA3 inh | Vif imaging | C8 TRAIL sens | TROY signal inh | NCOA1 inh | COUP-TFII inh | NOD2 RIPK2 PPI | LMP1 NFkB inh
O=C(Nc1ccccc1Oc1ccccc1)C1CCCC1 | -6 | -29 | -14 | 8 | -2 | 11 | -41 | -3 | -13 | -17 | -3
Cc1cc(NS(=O)(=O)c2ccc(NC(=O)C(C)Oc3cccc(C)c3C)cc2)nc(C)n1 (stereo not drawn) | -3 | -9 | 1 | 13 | -3 | 0 | -21 | -9 | -9 | -8 | 10
CCSC1(SCC)N=C(N)C2(C#N)C(c3ccc(OC)c(OC)c3OC)C12C#N (stereo not drawn) | 7 | 17 | 7 | -1 | -10 | 12 | 48 | -3 | 5 | 5 | 15
Cc1cc(Nc2ccccc2)n(-c2cccc(Cl)c2)n1 | -24 | 23 | -2 | -19 | -1 | -13 | 15 | -20 | -11 | -4 | -17
CCOC(=O)c1ccc(NC(=O)c2cc3ccccc3o2)cc1 | -52 | -87 | 3 | -52 | -14 | 7 | 21 | -51 | -17 | 1 | 2
COC(=O)Nc1ccc(S(=O)(=O)NCc2ccccn2)cc1 | -5 | -12 | 8 | -4 | 2 | -16 | 7 | 0 | 13 | -10 | 10
O=C(CSc1nnnn1-c1ccccc1)Nc1ncc2c(n1)CC(c1ccccc1)CC2=O (stereo not drawn) | 15 | 10 | -3 | 11 | 6 | 0 | 18 | 9 | -11 | 2 | -1
COc1ccc2nc(NC(=O)CCNC(=O)c3ccco3)sc2c1 | -26 | -56 | -18 | -77 | -1 | 4 | -71 | -73 | -24 | 5 | -35
O=C1OC(c2cc(Br)c(O)c(Br)c2)c2ccccc21 (stereo not drawn) | -8 | 13 | -8 | -12 | -3 | -7 | 2 | -6 | -17 | -5 | 22
NCCc1nnc(SCc2c(F)cccc2Cl)o1 | -11 | -2 | 0 | 5 | · | -15 | -1 | 4 | -12 | 9 | -3
COc1ccc(CNC(=O)CSc2nnc(C)c(=O)[nH]2)cc1 | 12 | 19 | 0 | 6 | -2 | -4 | 0 | -13 | 3 | 2 | -2
CCOC(=O)c1c(C)n(-c2ccc(C)cc2)c2c(C(C(C)=O)C(=O)O)c(Br)c(O)c(O)c12 (stereo not drawn) | -7 | -3 | -6 | 14 | 44 | -7 | 0 | -15 | 18 | 6 | -6
O=C(CSc1nnnn1C1CCCCC1)Nc1ccccc1N1CCOCC1 | -12 | 5 | 0 | 7 | -6 | -10 | 1 | -4 | 11 | -7 | 2
Cc1cc(C)cc(-n2nnc(C(=O)NCc3ccccc3Cl)c2N)c1 | -24 | -16 | -1 | 1 | -26 | 26 | -4 | -6 | 14 | -1 | -4
CCOC(=O)Oc1ccc2c(=O)c(Oc3cccc(C)c3)coc2c1 | -9 | -35 | 8 | -36 | 2 | -9 | -49 | -31 | -13 | 9 | -35
Cc1ccc(NC(=O)c2cc([N+](=O)[O-])ccc2NCc2cccnc2)cc1Cl | 1 | -14 | 0 | -18 | -8 | 4 | 27 | 1 | -1 | 3 | -7
COC(=O)c1ccc(N2CCN(C(=O)C3CC3)CC2)c([N+](=O)[O-])c1 | -4 | -18 | -5 | 7 | 1 | 4 | 5 | -5 | -6 | 0 | 2
O=C(NCc1ccccn1)C1CCN(S(=O)(=O)c2ccccc2C(F)(F)F)CC1 | -17 | -13 | -6 | 11 | · | -12 | 9 | 1 | 15 | 9 | -10
CS(=O)(=O)N(CC(=O)NCc1ccco1)Cc1ccc(Cl)cc1 | -19 | -19 | -2 | -1 | 3 | -6 | -6 | -4 | -2 | -1 | 1
O=c1oc(Nc2cccc(Cl)c2)nc2ccccc12 | -23 | -117 | 5 | -72 | -13 | 38 | 3 | -72 | -27 | -5 | -29
CN1C(=O)/C(=C/c2ccc(C(=O)NC3CCCC3)cc2)Oc2ccccc21 | -20 | -20 | 0 | 14 | 2 | 15 | -19 | -18 | -20 | -3 | 0
NS(=O)(=O)c1ccc(CCNC(=O)C(c2ccccc2)c2ccccc2)cc1 | 0 | -9 | -16 | 8 | 0 | -3 | 4 | 7 | -17 | 2 | 6
O=C(c1ccco1)N1CCN=C1SCc1cccc(F)c1 | 4 | -47 | -1 | 9 | -2 | 0 | -16 | 1 | 23 | 5 | 3
Cc1nc2cc(C(=O)O)ccc2n1C1CCCCC1 | 6 | 11 | 5 | 2 | · | -4 | -8 | 2 | 0 | -2 | -5
O=C1Cc2ccccc2C(c2ccc(Cl)cc2)N1 (stereo not drawn) | 2 | -1 | 5 | 25 | 4 | -6 | 16 | 14 | 4 | 4 | -6
C#CCOc1nc2c(c(=O)n(C)c(=O)n2C)n1Cc1ccccc1 | 15 | -2 | -15 | 21 | 4 | 12 | 4 | -9 | 17 | -3 | 3
CSCCC(NS(=O)(=O)c1ccccc1F)C(=O)Nc1cccc(C)n1 (stereo not drawn) | -7 | 3 | 1 | 9 | 0 | 3 | -3 | -15 | 7 | 3 | -2
CCc1noc(C)c1C(=O)OC(C)C(=O)Nc1cc([N+](=O)[O-])ccc1OC (stereo not drawn) | -9 | -29 | 5 | -8 | 3 | 19 | -14 | -3 | -2 | -2 | 0
COc1ccc(C(=O)NCC(c2ccco2)N2CCOCC2)cc1OC (stereo not drawn) | -55 | 8 | -4 | -6 | 0 | 2 | 3 | 11 | -7 | -27 | -8
CCCCCCC(=O)Oc1cccc(C2=CC(=O)CC(C)(C)C2=O)c1 | -11 | 10 | -3 | -2 | · | -2 | -6 | -37 | 9 | -8 | 5
Cc1cc(S(=O)(=O)Nc2cccc(C(=O)O)c2)c(C)c(S(=O)(=O)c2ccc(Cl)cc2)c1 | -9 | -6 | -8 | -9 | 21 | -2 | 6 | 8 | 9 | -4 | 0
CSc1ccccc1C(=O)NCCCn1ccnc1 | 8 | -5 | 2 | 8 | -2 | -6 | 4 | 7 | 21 | 3 | -6
CN(C)CCCNC(=O)c1cc(C(=O)Cc2ccc(Cl)cc2)c[nH]1 | 18 | -10 | 3 | 5 | -13 | -18 | -25 | -14 | 12 | 0 | -6
COc1ccc(C(=O)CSc2nnc(COc3ccccc3)n2Cc2ccco2)cc1 | 16 | 2 | 1 | 13 | -1 | 24 | -15 | -2 | 18 | 2 | 0
Cc1ccc(NC(=O)OCCN2CCN(Cc3ccccc3)CCC2=O)cc1C | 1 | -14 | 5 | -25 | 2 | -6 | -8 | 9 | 15 | 8 | 3
Cc1[nH]c2ccccc2c1C(=O)COC(=O)c1ccc[n+]([O-])c1 | 8 | 5 | 3 | 1 | -8 | 3 | 1 | 8 | -6 | -5 | -5
COc1ccccc1N1C(C)=CC(=C(C#N)c2nc3ccccc3s2)C=C1C | -11 | -2 | 14 | 19 | 3 | 21 | 72* | -12 | 1 | 4 | 28
CC1CCN(CCCn2c(=S)[nH]c3c(sc4ccc([N+](=O)[O-])cc43)c2=O)CC1 | -24 | -22 | 1 | -17 | 2 | -2 | -10 | 2 | -28 | -8 | -11
COc1ccccc1CNC(=O)CCc1ccccc1 | -63 | -4 | -9 | -13 | -5 | -1 | 2 | -7 | -6 | -11 | 1
CN1CCN(S(=O)(=O)c2ccc(NC(=O)c3csc4ccccc34)cc2)CC1 | · | 3 | 0 | 14 | -2 | 18 | -67 | -27 | · | -24 | -15
CC(=O)Nc1ccc(CN2CCc3c([nH]c4ccccc34)C2c2ccccn2)cc1 (stereo not drawn) | 11 | -15 | 2 | 5 | 0 | -1 | -17 | 13 | 2 | -10 | 13
c1ccc(CSc2nnc(NC3=NCCCCC3)s2)cc1 | -13 | -68 | -14 | -50 | -5 | -5 | -37 | -85 | -43 | 4 | -31
Cc1onc(-c2c(Cl)cccc2Cl)c1C(N)=O | 1 | -8 | -7 | 12 | 1 | 2 | -2 | 1 | 5 | -4 | -16
O=C(CO/N=C/c1c(Cl)cccc1Cl)NNC(=O)c1ccc(Cl)cc1 | -2 | 9 | -1 | 16 | 10 | -9 | -13 | 6 | -7 | -2 | -5
O=c1c2c3nc4ccccc4nc3n(Cc3ccccc3)c2ncn1Cc1ccco1 | 1 | 7 | 7 | 16 | -13 | -2 | 20 | 16 | 8 | -8 | 8
CCOC(=O)C1CCN(C(=O)c2ccc(OC)cc2OC)CC1 | 11 | -3 | -12 | -8 | · | -10 | -21 | 2 | 14 | -3 | -4
COc1ccc(Cl)cc1C(=O)CSc1nnnn1C | -2 | -20 | 8 | 11 | -1 | 1 | -10 | 7 | 3 | -4 | -1
Oc1ccc(Br)cc1CNc1ccccn1 | -13 | -12 | -15 | 19 | 0 | 1 | -35 | 13 | 1 | -6 | -12
CCN(CC)S(=O)(=O)c1ccc(OC)nc1 | -7 | -15 | 3 | 16 | · | -3 | 10 | -4 | 7 | 7 | 8
O=C(NC1CCCCCC1)C1CCN(S(=O)(=O)N2CCC3(CC2)OCCO3)CC1 | 4 | 18 | 2 | -11 | 2 | -5 | -7 | -5 | -13 | -6 | 2
COCCCNC(=S)NC1CC2CCCC(C1)N2Cc1ccco1 (stereo not drawn) | -32 | -9 | 9 | 18 | 7 | 9 | 13 | 4 | -2 | 6 | -1
CCC(C)(C)NC(=O)/C=C/c1ccccc1[N+](=O)[O-] | 3 | 6 | -5 | 7 | -5 | -26 | -9 | 14 | -20 | 9 | -4
COc1cc(/C=N/NC(N)=S)ccc1OC(=O)c1ccc(C)cc1 | -32 | 5 | -12 | -4 | -1 | 7 | 9 | -6 | 4 | -2 | -7
COc1ccc(NC(=O)C2Cc3c(-c4cccc(C(C)=O)c4)ccnc3O2)cn1 (stereo not drawn) | -8 | 17 | · | 4 | -2 | 2 | 11 | 6 | 5 | 5 | ·
Cc1ccccc1OCCOc1cccc(/C=N/NC(=O)Cc2nnc(N)s2)c1 | -55 | -126 | -12 | -50 | -8 | 8 | -5 | -77 | -30 | -2 | 10
CSCCC(NC(=O)c1ccc([N+](=O)[O-])cc1Cl)C(=O)OCC(=O)NC(=O)CN1CCCC1=O (stereo not drawn) | -39 | -19 | 1 | -9 | -4 | -3 | -21 | 0 | -5 | -5 | -3
Cn1cccc1C1Nc2ccccc2NC2=C1C(=O)CC(C)(C)C2 (stereo not drawn) | -13 | -64 | 0 | -30 | -8 | -6 | 2 | -62 | -30 | 10 | 0
O=C(N/N=C\c1cccnc1)c1ccc(Cl)s1 | -16 | -9 | 2 | -7 | 4 | 4 | -36 | -8 | -28 | -2 | -3
COc1ccc(-c2noc(Cn3cc(S(=O)(=O)N4CCCC4)ccc3=O)n2)cc1 | 16 | -7 | -1 | -5 | -2 | 4 | -10 | 0 | -16 | 3 | 4
